Assay outcomes (PubChem BioAssay)
M5 PAM: CHRM5 positive allosteric modulation. CHO-K1 hM5, Fluo-8 calcium, ACh EC20 PAM; 0% = ACh EC20, 100% = ACh EC100. activation, % at 3 µM. 0.3% of 360,000 active. AID 624038;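 active = activation above the run cutoff, the mean activation of all test compounds plus 3 SD, cut at about 18% in these data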
Target sequence (P08912 whole entry, looked up): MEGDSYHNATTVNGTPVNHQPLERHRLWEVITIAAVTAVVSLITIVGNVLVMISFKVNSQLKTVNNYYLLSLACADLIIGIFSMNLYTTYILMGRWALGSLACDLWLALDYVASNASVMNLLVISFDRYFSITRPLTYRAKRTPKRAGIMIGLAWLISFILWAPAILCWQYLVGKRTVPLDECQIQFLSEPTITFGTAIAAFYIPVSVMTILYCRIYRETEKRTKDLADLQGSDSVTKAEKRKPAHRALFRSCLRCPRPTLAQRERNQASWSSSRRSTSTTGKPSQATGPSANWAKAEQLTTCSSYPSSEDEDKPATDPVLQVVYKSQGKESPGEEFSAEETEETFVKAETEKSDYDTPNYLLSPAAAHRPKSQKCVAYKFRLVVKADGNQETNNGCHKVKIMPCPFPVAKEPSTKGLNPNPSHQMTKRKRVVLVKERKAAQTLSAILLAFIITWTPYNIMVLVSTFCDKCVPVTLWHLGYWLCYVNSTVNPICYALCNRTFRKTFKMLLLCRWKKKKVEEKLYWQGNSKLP
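Replicates: One well per compound, no replicates | System: Human M5 receptor in CHO-K1 cells | Benchmarks: Low control EC20 acetylcholine (0%), high control EC100 acetylcholine (100%) | Probe or stimulus: Acetylcholine, EC20 level | Times: Fluo-8 loading 80 min at 37 °C plus 30 min room temperature | Signal: Intracellular calcium via Fluo-8 fluorescence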
CHO-K1 Ca PAM: counter-screen for M1 PAMs: effect in parental CHO-K1 cells | ATP EC20, Fluo-8 calcium fluorescence; 0% at ATP EC20, 100% at ATP max | activation, % at 3 µM | 0.02% of 360,000 active;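 active = activation above the run cutoff, the mean activation of all test compounds plus 3 SD, cut at about 40% in these data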;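 note: peak over basal fluorescence ratio in a 140 s read after ATP addition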
CHO-K1 Ca ag: M1 agonist counterscreen hit in parental CHO-K1 cells. activation, % at 3 µM. Fluo-8 calcium fluorescence; scaled to maximal ATP response, vehicle zero. AID 602248. 0.48% of 360,000 active; in the data active = activation above about 15%;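 note: untransfected CHO-K1 host cells lacking M1 receptor as counterscreen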
M5 ag: agonists of human muscarinic M5 receptor (CHRM5); P08912; CHO-K1 hM5 cells, Fluo-8 calcium fluorescence; 0% DMSO wells, 100% maximal acetylcholine response; activation, % at 3 µM; 0.19% of 360,000 active; AID 624037;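 active = activation above the run's mean over test compounds plus 3 SD, cut at about 23% in these data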;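 note: signal is peak over basal fluorescence ratio across the kinetic read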
M4 PAM: CHRM4 positive allosteric modulation; P08173; CHO-K1 hM4/Gqi5, Fluo-8 calcium fluorescence, ACh EC20; 0% = ACh EC20, 100% = maximal ACh; activation, % at 3 µM; 0.4% of 360,000 active; AID 624126;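 active = activation above its plate's cutoff, the mean activation of sample wells plus 3 SD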; note: some results filed as inactive read as strong as hits
Target sequence (P08173 whole entry, looked up): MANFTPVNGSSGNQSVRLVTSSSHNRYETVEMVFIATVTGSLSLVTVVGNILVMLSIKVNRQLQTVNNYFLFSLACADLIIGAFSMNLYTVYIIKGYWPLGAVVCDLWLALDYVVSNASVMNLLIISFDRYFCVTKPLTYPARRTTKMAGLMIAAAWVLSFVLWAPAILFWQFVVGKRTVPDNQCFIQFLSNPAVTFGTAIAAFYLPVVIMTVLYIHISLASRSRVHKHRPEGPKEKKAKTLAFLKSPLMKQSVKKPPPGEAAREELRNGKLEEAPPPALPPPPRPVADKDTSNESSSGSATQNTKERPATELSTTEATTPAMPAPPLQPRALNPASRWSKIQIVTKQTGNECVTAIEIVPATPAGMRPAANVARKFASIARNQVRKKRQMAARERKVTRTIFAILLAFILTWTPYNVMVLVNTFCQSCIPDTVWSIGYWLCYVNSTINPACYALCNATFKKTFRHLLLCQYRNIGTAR
CHRM4 antagonist: blocks acetylcholine activation of human M4 receptor | P08173 | CHO-hM4 cells, ACh EC80, Fluo-8 calcium fluorescence | inhibition, % at 3 µM | 0.73% of 360,000 active;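 active = inhibition above its plate's cutoff, the mean inhibition of sample wells plus 3 SD, cut at about 27% in these data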;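 note: 0% = acetylcholine EC80 with DMSO and 100% = DMSO without agonist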
CHO-K1 Ca antag: nonselective inhibitor or artifact in parental CHO-K1 cells; ATP-induced calcium, Fluo-8 fluorescence; inhibition, % at 3 µM; 0.6% of 360,000 active; AID 602250;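 active = inhibition above a per-plate cutoff, the plate's mean sample inhibition plus 3 SD, cut at about 24% in these data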;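 note: 0% = DMSO plus EC80 ATP and 100% = DMSO alone without ATP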
M4 ag: agonists of human muscarinic M4 receptor (CHRM4). P08173. CHO-K1 hM4/Gqi5, Fluo-8 calcium fluorescence; vehicle 0%, full acetylcholine response 100%. activation, % at 3 µM. 0.14% of 360,000 active;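 active = activation above the run mean over all test wells plus 3 SD, cut at about 32% in these data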;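 note: peak over basal fluorescence ratio per well then scaled between controls; 0% = DMSO wells and 100% = acetylcholine at EC100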
M5 antag: antagonists of human muscarinic M5 receptor (CHRM5); P08912; CHO-hM5 cells, Fluo-8 calcium fluorescence, ACh EC80; inhibition, % at 3 µM; 0.59% of 360,000 active;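 active = inhibition above a per-plate cutoff, the mean of that plate's test compounds plus 3 SD, cut at about 27% in these data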;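 note: 0% = acetylcholine EC80 with DMSO and 100% = DMSO without agonist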
Active calls of the source: *.

SMILES	M5 PAM	CHO-K1 Ca PAM	CHO-K1 Ca ag	M5 ag	M4 PAM	CHRM4 antagonist	CHO-K1 Ca antag	M4 ag	M5 antag
O=C(O)/C(=C\c1ccccc1OC(F)F)Sc1nnc(-c2ccc(F)cc2)o1	5	-5	1.9	-1	-2	6	-13	1	7
CCOC(=O)C(Cc1cc(N)c(Oc2ccc(OC)cc2)c(N)c1)NC(C)=O (centres undefined)	-5	15	0.5	3	9	-2	-14	1	1
CCOC(=O)C1=C(O)C(=O)N(C2CCCCC2)C1	-12	10	3.2	4	-19	4	-1	11	13
Cc1ccc(C(=O)OCC(=O)NCCc2ccccc2)cc1C	1	9	0.5	-10	4	1	-13	1	13
Cc1ccc(/C=N/NC(=O)c2ccccn2)s1	-5	-13	0.1	0	1	-1	17	0	4
COc1ccc(CNCCCC(=O)Nc2c(Cl)ccc(C)c2Cl)cc1OC	0	-5	0.3	-2	10	-13	-15	2	2
CCCCCCCCOc1ccc(C2CC(=O)NC2=O)cc1 (centres undefined)	-4	1	0.0	-3	-7	1	-8	0	16
C=CCC(C(=O)NC(C)c1ccccc1)C(=O)NC(C)c1ccccc1 (centres undefined)	6	3	1.8	-2	5	-5	-10	1	3
COC(=O)c1cscc1NC(C)=O	-1	-6	-0.1	-1	-2	2	10	0	1
CC1CCN(S(=O)(=O)c2cn(CC(=O)Nc3ccc(OC(F)(F)F)cc3)cn2)CC1	-3	11	-0.4	-5	-1	3	1	2	13
Cc1ccsc1/C=C(\C#N)C(=O)NCCCN1CCOCC1	6	16	1.2	-1	2	-4	-8	1	-6
N#C/C(=C\C=C\c1ccccc1[N+](=O)[O-])C(=O)NCc1ccccc1	-2	7	0.5	-1	-7	14	2	3	23
CN(CC1COc2ccccc2O1)C(=O)c1ccc(Cl)c(S(=O)(=O)N2CCCCCC2)c1 (centres undefined)	0	2	0.7	0	-7	4	-5	6	0
Cc1cc(C)n(-c2cc(N3CCN(C(=O)c4cccc(F)c4)CC3)ccc2[N+](=O)[O-])n1	-8	-7	0.7	-4	0	11	19	3	10
COc1ccc(CCNS(=O)(=O)c2csc(C(N)=O)c2)cc1OC	7	11	1.3	0	-2	5	-14	1	-2
Cc1ccc(C)c(C(=O)COC(=O)CN2C(=O)C3C4C=CC(C4)C3C2=O)c1 (centres undefined)	0	-9	1.4	-3	-8	-7	-3	3	10
C=C(C)CNC(=S)N/N=C/c1ccc(N2CCOCC2)cc1	-3	3	3.3	3	2	-7	-1	8	-2
Cc1ccc(S(=O)(=O)N(C)C)cc1NC(=O)COC(=O)CSc1ccccc1	4	13	2.0	0	1	-3	-5	3	9
CCOC(=O)c1sc(=S)sc1SCc1cccc(C(F)(F)F)c1	-1	-9	0.0	1	6	0	17	0	1
CC(=O)N1[C@H](Cc2ccccc2)C=C[C@]1(C)C(=O)NCCc1c[nH]c2ccccc12	-2	2	1.2	4	8	4	-10	6	9
COc1ccc(NC(=O)CSc2nnc(-c3ccccc3Cl)n2Cc2ccco2)c(OC)c1	-5	6	1.2	-5	-8	12	-1	3	7
C[C@H]1CN([C@@H](C)CO)C(=O)CCCn2nncc2CO[C@@H]1CN(C)S(=O)(=O)c1ccc(-n2cccn2)cc1	-3	11	1.4	0	2	0	-14	1	-3
COC(=O)C1=C(Nc2ccccc2NS(=O)(=O)c2ccc(C(F)(F)F)cc2Cl)CSC1	4	4	1.0	1	-1	-13	-4	1	-2
Cc1cccc(NCc2n[nH]c(=S)n2-c2ccccc2)c1	0	13	0.4	-3	5	-15	-9	1	3
Cc1nnsc1C(=O)N/N=C/c1cccc(C(F)(F)F)c1	10	19	0.5	3	4	-5	-19	3	1

Among those listed so far, these have a cyano group:
SMILES	M5 PAM	CHO-K1 Ca PAM	CHO-K1 Ca ag	M5 ag	M4 PAM	CHRM4 antagonist	CHO-K1 Ca antag	M4 ag	M5 antag
Cc1ccsc1/C=C(\C#N)C(=O)NCCCN1CCOCC1	6	16	1.2	-1	2	-4	-8	1	-6
N#C/C(=C\C=C\c1ccccc1[N+](=O)[O-])C(=O)NCc1ccccc1	-2	7	0.5	-1	-7	14	2	3	23

Further entries:
SMILES	M5 PAM	CHO-K1 Ca PAM	CHO-K1 Ca ag	M5 ag	M4 PAM	CHRM4 antagonist	CHO-K1 Ca antag	M4 ag	M5 antag
COc1ccc(/C=N/NC(=O)C2(O)c3ccccc3-c3ccccc32)cc1	0	7	0.2	2	-5	14	1	1	5
c1ccc(Cn2nnc3c(NCC4CCCO4)ncnc32)cc1 (centres undefined)	3	17	1.5	3	6	0	-14	2	-1
CC(C)C(=O)Nc1ccc(O)c(-c2csc(N)n2)c1	-8	7	0.1	-2	0	-2	-7	1	6
CC(C)NC(=O)NC(=O)CN1C(=O)NC(Cc2c[nH]c3ccccc23)C1=O (centres undefined)	-6	8	0.7	-4	-1	3	0	0	3
O=C(Cn1ncc2c1-c1ccccc1OC2)N1CCc2ccccc21	2	20	0.3	-4	-1	-7	-13	2	-3
COc1cccc(C(c2nnnn2Cc2ccccc2)N2CCN(C3CCCC3)CC2)c1OC (centres undefined)	-15	4	3.8	-2	-18	-1	-1	12	4
O=C(Cc1c[nH]c2ccccc12)NNC(=O)c1ccccc1	-1	7	0.9	-2	-3	-1	0	1	4
OC(Cc1ccccc1Br)c1ncc(-c2ccc(Cl)cc2)[nH]1 (centres undefined)	1	15	1.1	0	5	-12	-2	4	3
COc1ccc(C(=O)NC2CCCc3ccccc32)cc1 (centres undefined)	-6	17	-0.3	-5	6	-3	-11	1	13
COc1ccc(/C=N/NC(=O)c2ccc3c(c2)OCCO3)cc1[N+](=O)[O-]	0	20	0.5	1	4	6	-10	1	-4
O=C(Nc1ccc(S(=O)(=O)Nc2nccs2)cc1)C1=NN(c2ccccc2)C(=O)CC1	0	12	0.0	-6	-2	1	-6	0	9
CCN1C(=O)N(c2ccc(C(C)=O)cc2)S(=O)(=O)c2ccccc21	-3	6	-1.1	-6	-2	3	-18	0	4
CCc1ccc(S(=O)(=O)NCc2cn3c(C)csc3n2)s1	-2	4	2.0	2	12	-16	-9	4	-2
COc1ccc(S(=O)(=O)/N=C2/C=CC(=O)C(C)=C2C)cc1	1	19	0.1	0	5	2	-4	1	2
O=C(Oc1ccc2c(c1)OCO2)c1cccs1	2	13	0.1	-8	0	12	-3	0	5
C=CCNC(=S)N/N=C/c1cn(C)c2ccccc12	-5	15	2.0	-2	-6	10	-9	1	10
O=C(COC(=O)C1(c2cccc(F)c2)CCCC1)NCc1cccs1	-6	19	3.6	-6	-12	3	-13	2	7
NC(=O)CC(NC(=O)Cc1ccc(Br)cc1)c1ccc(N2CCN(c3ccccn3)CC2)c([N+](=O)[O-])c1 (centres undefined)	5	11	-0.1	-1	12	-5	-4	0	10
CCN(C(=O)COC(=O)C1CCN(S(=O)(=O)c2c(Cl)cccc2Cl)CC1)C1CCCCC1	0	-8	5.0	-4	-10	-6	-8	12	-18
CC(=O)N1CCc2ccc(S(=O)(=O)N3CCN(C)CC3)cc21	3	5	-0.1	-1	-2	10	-1	0	2
COc1ccc(OC2CCN(C(=O)Nc3ccc(C)cc3)CC2)cc1	-7	0	6.3	4	-4	-6	-7	7	10
CC(=O)NC(CC(=O)NCc1ccncc1)c1ccccc1 (centres undefined)	-2	-2	0.4	-2	-4	3	7	0	-1
CCOC(=O)CSc1ccc(S(=O)(=O)N2CCCC2)cc1[N+](=O)[O-]	1	-4	0.7	-5	-3	1	-8	2	4
Cc1ccc(S(=O)(=O)CCC(=O)OCC(=O)NCC(=O)Nc2cccc(C)c2C)cc1	1	8	-0.1	-6	7	-12	5	1	-7
O=C(Nc1ccc2c(c1)OCO2)C1CC(=O)N(c2cccc(Cl)c2)C1 (centres undefined)	-2	-16	3.2	-1	-5	6	2	3	9

Record cards, as listed above. Screens in order: M5 PAM | CHO-K1 Ca PAM | CHO-K1 Ca ag | M5 ag | M4 PAM | CHRM4 antagonist | CHO-K1 Ca antag | M4 ag | M5 antag
COc1ccc(/C=N/NC(=O)c2ccc3c(c2)OCCO3)cc1[N+](=O)[O-] reads 0 | 20 | 0.5 | 1 | 4 | 6 | -10 | 1 | -4
CCN1C(=O)N(c2ccc(C(C)=O)cc2)S(=O)(=O)c2ccccc21 reads -3 | 6 | -1.1 | -6 | -2 | 3 | -18 | 0 | 4
CC(=O)N1CCc2ccc(S(=O)(=O)N3CCN(C)CC3)cc21 reads 3 | 5 | -0.1 | -1 | -2 | 10 | -1 | 0 | 2

(further entries)
SMILES	M5 PAM	CHO-K1 Ca PAM	CHO-K1 Ca ag	M5 ag	M4 PAM	CHRM4 antagonist	CHO-K1 Ca antag	M4 ag	M5 antag
Fc1ccc(-c2nc3cnccn3c2NC2CCCC2)cc1	5	22	0.2	-7	-4	-14	-20	0	6
Cc1cc(Nc2cc(F)ccc2C)n2nc(C)nc2n1	5	14	0.7	-1	14	-26	-7	0	-10
O=c1oc(CCO)cc2ccccc12	8	8	0.0	0	9	-6	-5	0	8
COC(=O)C1=C(C(=O)OC)C(C(=O)OC)C(C(=O)OC)C(C(=O)OC)(C(=O)OC)C(C(=O)OC)=C1C(=O)OC (centres undefined)	-2	3	0.8	4	0	-3	-5	1	10
CCC1(C)Cc2c(c(=O)n(-c3ccccc3)c3ncnc(N)c23)CO1 (centres undefined)	-6	16	0.3	-1	-2	-2	-8	1	7
O=[N+]([O-])c1cc(/C=N/Nc2nc(N3CCCCC3)nc(N3CCCCC3)n2)ccc1O	9	11	0.1	1	-1	4	-10	-1	-10
CCNc1nc(C)cc(COC)c1C#N	2	-5	-0.2	-4	10	-1	-1	1	1
CCOc1ccc(NC(=O)CSc2nc3c(c(=O)n2-c2ccccc2OC)SCC3)cc1	1	14	0.7	-3	-1	-12	-7	-3	-1
CC1(C)CC(=O)C=C(c2cccs2)C1	3	3	0.2	0	-1	-5	-8	-1	4
CCc1nn(C(CC)C(=O)NCC(C)c2ccccc2)c(=O)c2cc3occc3n12 (centres undefined)	-4	28	0.2	-5	5	-2	-12	0	6
COc1ccc(OC)c(C(=O)COC(=O)c2cccnc2Cl)c1	-1	24	1.0	-2	5	-9	-15	1	11
CNC(=S)N1CCC(n2cnc3ccccc32)CC1	-5	-13	-0.6	-4	5	11	3	2	9
CCn1c(=NC(=O)CSC(C)=O)sc2ccccc21	-10	12	0.4	-5	19	-9	3	3	1
CCCCn1nnnc1C(c1ccccc1)N1CCN(c2ccc(F)cc2)CC1 (centres undefined)	-8	-3	0.1	-3	-4	9	-1	0	10
Cc1cc(C)n(C(=O)CNC(=O)c2ccc3c(c2)OCCO3)n1	-3	12	0.6	-2	10	-6	-8	1	7
COc1ccc(C(=S)N2CCCC2)cc1Br	4	13	1.6	-5	4	-3	-2	0	9
COC(=O)[C@@]1(Cc2ccccc2)[C@H]2C(=O)N(Cc3ccccc3)C(=O)[C@H]2[C@H]2CN=C(SCc3ccc(C#N)cc3)N21	-3	-6	0.8	2	-8	4	0	8	18
O=C(O)Cc1ccc(NS(=O)(=O)c2ccccc2Br)cc1	-8	-1	-0.2	-2	-6	3	-8	-1	4
O=c1oc(-c2ccccc2F)nc2c1cnn2-c1ccccc1	0	20	0.7	2	6	5	-20	2	-4
CC1(C(=O)NS(=O)(=O)c2ccc(Cl)cc2)CCN1C(=O)C1(c2ccc(Cl)cc2)CC1 (centres undefined)	-4	14	0.1	-1	1	-1	-4	-1	11

Hits appear at their usual frequency (roughly 2.7% active in at least one column).
